Compound activity (PubChem)
GLP-1R agonist – activates the human GLP-1 receptor. HEK293 GLP-1R CRE-luciferase, luminescence, 4-6 h; cells express a hypersensitive GLP-1R form. Potency, µM (titrated, usually from 45.6 µM), inactives show at the top dose activation, usual class: activators. hit rate 0.007% among 380,000. AID 624172. P43220; further: potency means the concentration at half of the fitted maximal effect; % of control where 0% means no effect
Target sequence (P43220 whole entry, looked up): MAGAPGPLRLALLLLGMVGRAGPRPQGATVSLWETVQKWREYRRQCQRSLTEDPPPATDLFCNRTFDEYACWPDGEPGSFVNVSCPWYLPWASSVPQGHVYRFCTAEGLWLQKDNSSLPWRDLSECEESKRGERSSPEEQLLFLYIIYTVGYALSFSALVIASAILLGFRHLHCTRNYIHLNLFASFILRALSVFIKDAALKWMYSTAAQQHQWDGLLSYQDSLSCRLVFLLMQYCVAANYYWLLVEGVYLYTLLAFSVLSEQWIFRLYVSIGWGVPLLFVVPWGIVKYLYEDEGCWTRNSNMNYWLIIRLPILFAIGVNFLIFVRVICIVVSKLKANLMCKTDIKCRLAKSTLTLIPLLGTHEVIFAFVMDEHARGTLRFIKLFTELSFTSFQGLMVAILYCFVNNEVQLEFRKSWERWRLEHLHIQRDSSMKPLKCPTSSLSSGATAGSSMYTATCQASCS
aSyn rescue – inhibitors of alpha-synuclein toxicity in yeast. Yeast expressing alpha-synuclein, growth rescue, BacTiter-Glo, 24 h. Potency, µM (highest dose often 46.1 µM), for inactives: top-dose growth rescue (activation), hits mostly activators. hit rate 0.14% among 370,000; further: potency means the concentration at half of the fitted maximal effect; % of control where 0% means no effect; nearly all actives have a fitted effect of over 65% in size
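Screening used galactose-induced yeast with toxic alpha-synuclein levels, exposed to compound for 24 hr at 30 deg C. Cell growth, read with BacTiter-Glo luminescence, gave the measured signal.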
pAkt inh – blocks phosphorylation of Akt. Neuro2A IGF-stimulated pAkt S473 HTRF, 20 min; hits give low values. activity change, % for hits at 50 µM. hit rate 0.32% among 360,000; in the data active means activity change below about -80%; inconclusive means mostly about -51% to -80%; further: on the % scale 0 is the no-effect control and ±100 the full control effect
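Neuro2A cells (4,500/well, DMEM with 0.5% FBS) were treated with compound at a single 50 µM final concentration, stimulated with 6 nM IGF for 20 min at 37 °C, and lysed. Phospho-Akt Ser473 was read by HTRF as 665/615 ratio ×10^4.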
GLP-1R inv ag – acts as inverse agonist at human GLP-1 receptor | HEK293 GLP-1R CRE-luciferase, luminescence, 24 h; GLP-1R form is constitutively active | Potency, µM (doses to about 38.3 µM), for inactives: top-dose activity change, negative = inhibition, most hits filed as inhibitors | hit rate 1.6% among 410,000; further: potency means the concentration at half of the fitted maximal effect; on the % scale 0 is the no-effect control and ±100 the full control effect; nearly all actives have a fitted effect of over 55% in size
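Readout was luciferase luminescence, measured 12 min after detection reagent at room temperature. Beforehand, GLP-1R reporter HEK293 cells had sat 12 h, then received compounds for 24 hr at 37 deg C.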
FUS yeast rescue – suppressors of FUS proteinopathy in yeast. S. cerevisiae FUS-expressing, growth rescue, OD600, 24 h. Potency, µM (series often up to 76.6 µM), without a hit: top-dose growth rescue (activation), hits mostly activators. hit rate 0.24% among 390,000. AID 1347120;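 further: potency means the concentration at half of the fitted maximal effect; plate controls were DMSO vehicle for no effect and reference control for full effect; nearly all actives have a fitted effect of over 55% in size; some results filed as inactive show a strong effect at the top dose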
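Quantitative HTS measuring growth restoration of FUS-toxic yeast. Galactose-induced cells (OD 0.005) were exposed 24hr at 30C to compounds at several concentrations, then absorbance at 600 nm was recorded.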
D3 antag – D3 dopamine receptor (human) antagonism; P35462; D3R cells, DiscoveRx beta-arrestin luminescence, antagonist mode; hits give low values; max response, negative = inhibition, %; hit rate 2.5% among 360,000; AID 652054; in the data active means max response below about -50%; inconclusive means no clear call, values can overlap the other calls; further: on the % scale 0 is the no-effect control and ±100 the full control effect; mostly tested at two doses, the higher about 12 µM
Target sequence (P35462 whole entry, looked up): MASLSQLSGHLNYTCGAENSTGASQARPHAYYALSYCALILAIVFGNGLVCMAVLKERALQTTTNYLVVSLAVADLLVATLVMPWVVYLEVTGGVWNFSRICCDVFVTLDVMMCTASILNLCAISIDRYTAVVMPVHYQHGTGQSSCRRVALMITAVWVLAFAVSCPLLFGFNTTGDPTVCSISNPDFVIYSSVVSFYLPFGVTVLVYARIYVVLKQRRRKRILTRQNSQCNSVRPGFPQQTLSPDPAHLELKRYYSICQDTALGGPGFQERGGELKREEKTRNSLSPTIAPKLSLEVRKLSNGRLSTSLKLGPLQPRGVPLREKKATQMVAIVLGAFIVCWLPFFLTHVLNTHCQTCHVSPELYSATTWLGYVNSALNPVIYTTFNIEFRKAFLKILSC
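Cells expressing the human receptor were seeded at 1500 cells/well, incubated overnight at 37 degrees C in 5% CO2, then exposed to library compounds with dopamine controls for 90 minutes at 37 degrees C before luminescent detection.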
TDP43 rescue – inhibitors of TDP-43 toxicity in yeast. TDP-43 expressing yeast growth rescue, BacTiter-Glo, 24 h. Potency, µM (doses to about 46.1 µM), without a hit: at the highest dose growth rescue (activation), most hits filed as activators. hit rate 1.8% among 410,000. AID 652104; further: potency means the concentration at half of the fitted maximal effect; % of control where 0% means no effect; nearly all actives have a fitted effect of over 50% in size
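Yeast expressing TDP-43 (pregrown in raffinose, seeded at OD600=0.02 in galactose medium) exposed to compounds 24 hr at 30 deg C. Growth read by BacTiter-Glo luminescence; rescue of toxicity appears as increased signal.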
PTHR1 ag – activates the human parathyroid hormone receptor PTHR1; HEK293 GP2 PTHR1 cells, GloSensor cAMP luminescence, 1 h; hit rate 0.075% among 410,000; Potency, µM (highest dose often 115 µM), for the others: at the top dose activation, hits mostly activators; AID 743266; further: potency means the concentration at half of the fitted maximal effect; nearly all actives have a fitted effect of over 55% in size; some results filed as inactive show a strong effect at the top dose; inactives centre near -15; many of its hits are not listed in these tables
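HEK-293-derived GP2 cells expressing PTHR1 and a GloSensor cAMP reporter, 3,000/well, plated overnight, given luciferin plus IBMX (each 0.5 mM as added) for 1 h at 37 °C, then compound for 1 h at 37 °C. Luminescence was read after 15 min at room temperature.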
Abeta yeast res – A-beta toxicity reversal in yeast. yeast expressing A-beta42, growth rescue, OD600, 48 h; response scale: 0% DMSO, 100% iron-clioquinol control. Potency, µM (titrated, usually from 46.1 µM), for the others: at the top dose growth rescue, hits mostly activators. hit rate 0.063% among 410,000; further: potency means the concentration at half of the fitted maximal effect; nearly all actives have a fitted effect of over 55% in size
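Growth rescue measured by 600 nm absorbance after 48 h yeast culture at 30 C with compound. Values normalized between DMSO and an equimolar ferric chloride plus clioquinol control.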
Starred values were filed as active, the others as inactive; i = inactive; ? = inconclusive; nt = no result given; & = joins results of further samples; ! = a repeat was not active; [ ] = dose if it differs, or a comment. Unless noted, the call rests on the fitted dose curve; in most records, active means well fitted curve in the direction sought with a large enough effect; inconclusive means small, poorly fitted or top-dose-only effect, or another doubt; inactive means no such curve, though single readings can be large; an effect the other way counts as inactive or inconclusive.

item	compound	GLP-1R agonist	aSyn rescue	pAkt inh	GLP-1R inv ag	FUS yeast rescue
1	O=S(=O)(c1ccc(Cl)cc1)N1Cc2ccccc2-n2nncc2C1	-0.7%	0.2%	i	17.8%	-7.5%
2	N#C[C@H](O[C@@H]1O[C@H](CO[C@@H]2O[C@H](CO)[C@@H](O)[C@H](O)[C@H]2O)[C@@H](O)[C@H](O)[C@H]1O)c1ccccc1	-3.4%	-1.1%	i	12.3%	-41.3%
3	CN(C(=O)c1cccc(NC(=O)Cc2cccc([N+](=O)[O-])c2)c1)C1CCCCC1	-0.9%	0.3%	i	?	38.8%
4	O=c1[nH]c(=O)n(Cc2ccccc2)c(O)c1/C=C1\C=Nc2ccccc21	-3.1%	-6.3%	i	2.2%	6.8%
5	CC1=C2C(=O)C3C(CC=C4CC(OC5OC(O)C(O)C(O)C5CO)CCC43C)C2CCC12OC1CC(C)CNC1C2C (centres undefined)	7.6%	-5.8%	i	5.7%	18.8%
6	O=C1NC(=O)[C@]2(Cc3ccccc3N3CCN(c4ccccc4)CC32)C(=O)N1Cc1ccccc1 (some centres undefined)	-1.4%	6.3%	i	-47.8%	?
7	COC(=O)C1=C(c2ccc(S(C)(=O)=O)cc2)C[C@@H]2CC[C@H]1N2C(=O)NCCCOC(C)C	-2.0%	-0.3%	i	0.1%	-3.3%
8	CCc1cc(=O)oc2c(C)c(OCC(=O)N3C[C@H]4C[C@@H](C3)c3cccc(=O)n3C4)ccc12	3.6%	3.6%	i	22.3%	-1.0%
9	O=c1c2ccccc2nc(-c2ccccc2)n1-c1ccncc1	11.7%	nt	nt	0.0%	4.1%
10	CN(C)C1=C(C#N)C(c2ccccc2)=NP(N(C)C)(N(C)C)=N1	-4.6%	1.3%	i	-4.6%	-4.0%
11	CCCNC(=O)N1[C@H]2CC[C@@H]1C(C(=O)OC)=C(c1cccc(OC)c1OC)C2	-3.8%	6.4%	i	14.2%	-10.0%
12	CC[C@@H](O)C[C@H]1CCC[C@@]2(C[C@@H]3OC(=O)/C=C/[C@@](C)(O)[C@@H](O)[C@H](C)[C@@H](O)[C@H](OC4CCC(N(C)C)C(C)O4)[C@@H](O)[C@](C)(O)CCCCC/C=C/[C@@H]4CC(C)(C)O[C@@]4(O)C[C@H](O2)[C@H]3C)O1 (some centres undefined)	-1.7%	-14.5%	i	?	nt

item	D3 antag	TDP43 rescue	PTHR1 ag	Abeta yeast res
1	-0.2	?	-31.4%[inhibitor]	-7.3%
2	-6.3	5.5%	-10.5%	-11.0%
3	-0.9	-14.5%	-34.4%[inhibitor]	0.6%
4	9.3	-3.7%	-1.7%	-8.5%
5	-20.9	13.0%	-9.4%	-46.7%[inhibitor]
6	?	8.4%	-5.0%[57.5 µM]	12.8%
7	0.0	-14.1%	13.7%	5.4%
8	16.0	15.8%	-15.0%	-0.2%
9	-7.6	11.9%	?	27.8%
10	28.1	-15.1%	i	-3.4%
11	-15.3	-3.7%	3.1%	-8.8%
12	2.9	-11.6%	-23.0%	2.5%

Compounds 3 through 4 of the list above:
item	compound	GLP-1R agonist	aSyn rescue	pAkt inh	GLP-1R inv ag	FUS yeast rescue
3	CN(C(=O)c1cccc(NC(=O)Cc2cccc([N+](=O)[O-])c2)c1)C1CCCCC1	-0.9%	0.3%	i	?	38.8%
4	O=c1[nH]c(=O)n(Cc2ccccc2)c(O)c1/C=C1\C=Nc2ccccc21	-3.1%	-6.3%	i	2.2%	6.8%

item	D3 antag	TDP43 rescue	PTHR1 ag	Abeta yeast res
3	-0.9	-14.5%	-34.4%[inhibitor]	0.6%
4	9.3	-3.7%	-1.7%	-8.5%

Next compounds:
item	compound	GLP-1R agonist	aSyn rescue	pAkt inh	GLP-1R inv ag	FUS yeast rescue
13	O=S(=O)(c1ccc(Cl)cc1)N1CCC(n2cnc3cc(C(F)(F)F)ccc32)CC1	-3.4%	?	i	-5.4%	nt
14	CCC(CO)Nc1ccc([N+](=O)[O-])c2cccnc12 (centres undefined)	0.6%	6.2%	i	2.9%	15.9%
15	CCN(CC)c1ccc(N=Cc2c(O)n(-c3ccc(Cl)cc3)c(=O)[nH]c2=O)cc1	-9.1%	-0.8%	i	-12.8%	7.5%
16	CC(=O)Nc1ccc(N=Cc2c(O)n(Cc3ccco3)c(=O)[nH]c2=O)cc1	1.5%	13.3%	i	-25.6%	?
17	CCOc1ccc(/C=C2/C(=O)NC(=O)N(CCc3ccc(F)cc3)C2=O)cc1	-6.7%	-0.2%	i	0.6%	8.0%
18	COC(=O)C1=C(c2ccc(F)cc2OCc2ccccc2)C[C@@H]2CC[C@H]1N2C(=O)NCc1ccc(OC)cc1	2.7%	6.5%	i	?	41.6%
19	Cn1c(=O)c2c(nc(-c3ccc(N(CCCl)CCCl)cc3)n2C)n(C)c1=O	-4.7%	-10.9%	i	-1.4%	11.7%
20	CCCCn1c(=O)c(C(=O)Nc2ncccc2C)c(O)c2ccccc21	6.5%	?	i	?	16.6%
21	COc1ccc(CCNC2CCCCC2)cc1OC	6.4%	-5.2%	i	-11.9%	-4.2%
22	CCOP(=O)(OCC)C(O)c1ccc(OC)c(OC)c1 (centres undefined)	-12.9%	-0.4%	i	4.3%	-13.5%
23	CC(=O)N1CCC(N2CCCC(C(=O)c3cccc(Cl)c3)C2)CC1 (centres undefined)	9.3%	0.5%	i	-4.9%	11.4%
24	COC(=O)C1=C(c2c(C)noc2C)C[C@@H]2CC[C@H]1N2C(=O)NCCOc1ccccc1Cl	-6.4%	0.4%	i	12.5%	-4.7%

item	D3 antag	TDP43 rescue	PTHR1 ag	Abeta yeast res
13	-13.8	31.6µM*	-21.6%	-36.4%[inhibitor]
14	?	0.0%	-44.5%[inhibitor][57.5 µM]	-1.6%
15	5.6	-29.1%	-11.6%[57.5 µM]	0.0%
16	3.8	4.1%	-22.3%	-10.0%
17	11.7	10.4%	-10.4%	9.8%
18	42.2	?	i	2.8%
19	10.5	-6.2%	-39.8%	-14.9%
20	20.9	?	i	-6.3%
21	-5.8	-1.7%	i	13.0%
22	-15.2	10.9%	i	-7.1%
23	-11.9	5.8%	i	3.5%
24	?	8.2%	-22.3%	-3.7%

(further entries)
item	compound	GLP-1R agonist	aSyn rescue	pAkt inh	GLP-1R inv ag	FUS yeast rescue
25	COc1ccc(CC2(CCc3ccncc3)C(=O)NC(=O)NC2=O)cc1	2.3%	1.8%	i	-9.3%	3.7%
26	COC(=O)C1=C(c2cccc(C#N)c2)C[C@@H]2CC[C@H]1N2C(=O)NCc1ccco1	1.1%	-2.4%	i	1.0%	0.0%
27	COC(=O)C1=C(c2ccc(F)cc2OCc2ccccc2)C[C@@H]2CC[C@H]1N2C(=O)NC(C)C	-4.1%	3.3%	i	?	?
28	O=CC(Br)P(=O)(N1CCOCC1)N1CCOCC1 (centres undefined)	4.5%	-5.7%	i	0.1%	15.3%
29	CC(C)(C)C(=O)C(Oc1ccc(Cl)cc1)n1cncn1 (centres undefined)	2.0%	?	i	?	-2.6%
30	CCn1c(O)c(N=Nc2ccc(S(=O)(=O)N3CCOCC3)cc2)c(=O)n(CC)c1=S	1.4%	-17.0%	i	?	36.3%
31	Cc1cc(Br)ccc1N1C(=O)CC(=O)NC1=O	-15.3%	2.0%	i	4.5%	34.7%
32	COc1ccc(CNC(=O)c2ccc(C(C)C)cc2)cc1	8.9%	7.1%	i	-14.9%	1.1%
33	O=C(CN1CC(c2ccccc2)CC1=O)NCc1ccc(F)cc1 (centres undefined)	-0.9%	2.2%	i	13.8%	-15.0%
34	Cc1ccc2c(c1)NP(=S)(Oc1ccccc1)N2 (centres undefined)	6.8%	?	i	1.1%	-0.6%
35	NCCc1cc(O)c(O)cc1O	-3.5%&-5.6%&-3.6%	-10.2%&-10.2%	i	1.4%&-8.0%	-24.2%&-7.7%
36	CCN(CC)c1ccc(N=Cc2c(O)n(CCc3ccc(OC)c(OC)c3)c(=O)[nH]c2=O)cc1	-14.9%	-4.3%	i	7.8%	-5.0%

item	D3 antag	TDP43 rescue	PTHR1 ag	Abeta yeast res
25	-8.8	15.8%	-11.2%	-7.4%
26	-2.7	1.2%	i	-3.4%
27	3.2	?	-18.0%	9.0%
28	0.0	-21.2%	-24.8%	-4.4%
29	-15.0	11.2µM*	i	-45.0%[inhibitor]
30	-70.9*	-26.0%	?	-10.4%
31	3.1	5.8%	i	7.7%
32	9.6	?	-69.3%[inhibitor]	11.2%
33	?	18.8%	-1.4%	-10.4%
34	-14.7	35.5µM*	-14.0%	-31.1%[inhibitor]
35	-68.2*!	-4.7%&-11.4%	-6.3%	-15.3%&0.0%
36	21.1	10.2%	-11.3%	-8.2%

Look-ups from the entries so far:
In FUS yeast rescue, cpd 31 is entered as 34.7%
In D3 antag, cpd 1 is entered as -0.2

(listing goes on)
item	compound	GLP-1R agonist	aSyn rescue	pAkt inh	GLP-1R inv ag	FUS yeast rescue
37	C=CCn1c(O)c(C(CC)=Nc2ccc3c(c2)CCC3)c(=O)[nH]c1=O	0.8%	-10.1%	i	-6.7%	1.7%
38	CCc1ccc(NC(=O)Cn2c(=O)oc3cc(S(=O)(=O)NCc4ccccc4)ccc32)cc1	nt	nt	nt	?	?
39	COc1ccc2c(c1OC)C(=O)OC2c1c(O)n(C2CCCCC2)c(=O)[nH]c1=O (centres undefined)	-11.6%	6.0%	i	5.1%	12.9%
40	CN1C(=O)c2ccccc2NC(=O)C1Cc1ccccc1 (centres undefined)	-0.5%	-3.0%	i	1.2%	-24.2%

item	D3 antag	TDP43 rescue	PTHR1 ag	Abeta yeast res
37	3.2	-1.8%	-38.7%[inhibitor]	4.1%
38	nt	1.2%	i	-16.9%
39	2.6	14.9%	i	15.1%
40	14.4	8.5%	i	3.4%

Only part of the results is shown; rates above refer to the full screens.
